core dimer inh: HCV core protein dimerization inhibition. 0.33% of 300,000 active. inhibition, % at 5 µM. TR-FRET GST/Flag-core106 dimerization, 1536-well;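 active = inhibition above the mean of all tested compounds plus 3 SD, set per screening campaign, cut at about 45% in these data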
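System – GST-tagged and Flag-tagged HCV core protein residues 1-106 · Repeats – one well for each compound · Technique – TR-FRET 671 and 617 nm emission · Doses – one concentration, 5 µM, in 0.5% DMSO · Times – 4 h, 22.5 °C incubation · Also added – Eu donor and XL665 acceptor anti-tag antibodies · Measure – percent inhibition of core106 dimerization signal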
PP5 primary: PP5 (human) phosphatase inhibition; P53041; purified PP5c, OMFP substrate fluorescence; inhibition, % at 6.7 µM; 0.18% of 320,000 active;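 active = inhibition above the campaign's mean inhibition across all tested compounds plus 3 SD, cut at about 9.5% in these data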;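 note: 0% = DMSO only and 100% = 100 µM cantharidin control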
CTSL1 counter: counter-screen for PFM18AAP inhibitors: inhibitors of F. hepatica cathepsin L1. AID 1906. inhibition, % at 5.96 µM. 0.49% of 300,000 active. recombinant F. hepatica cathepsin L1, Z-Leu-Arg-MCA fluorescence;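 active = inhibition above the mean of all tested compounds plus 3 SD, set per screening campaign, cut at about 17% in these data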;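 note: 0% = plate median of test compound wells and 100% = 1 µM Z-Phe-Ala-diazomethylketone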
procasp3 activ: activates human procaspase-3 | AID 463141 | 0.11% of 330,000 active | recombinant procaspase-3 D3A, Ac-DEVD-pNA absorbance 405 nm | activation, % at 8.5 µM;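 active = activation above the mean of all tested compounds plus 3 SD, cut at about 21% in these data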;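 note: 0% = DMSO alone and 100% = DMSO wells spiked with extra 5 µM PC-3 D3A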
Target sequence (P42574 whole entry D9A/D28A/D175A): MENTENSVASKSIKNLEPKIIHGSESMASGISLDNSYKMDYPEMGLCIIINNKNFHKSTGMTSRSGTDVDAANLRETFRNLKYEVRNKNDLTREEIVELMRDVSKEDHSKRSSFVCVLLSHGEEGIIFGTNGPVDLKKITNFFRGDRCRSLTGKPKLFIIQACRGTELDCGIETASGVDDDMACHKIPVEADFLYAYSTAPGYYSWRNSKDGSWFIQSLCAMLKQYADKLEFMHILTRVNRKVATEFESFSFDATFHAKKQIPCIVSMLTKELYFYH
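System: Procaspase-3 D3A mutant. Medium: Zinc-free 300 mM NaCl, 50 mM HEPES, 0.01% Triton X-100. Schedule: 1 h preincubation plus 2 h reaction at 25 °C. Measured by: 405 nm absorbance of p-nitroaniline, reads at 0 and 120 min. Read-out: percent activation relative to control range.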
proCasp7 act: counter-screen: procaspase-7 (human) activation; P55210; recombinant procaspase-7, Ac-DEVD-pNA absorbance 405 nm; D23A/D198A/D206A triple mutant, cannot self-cleave; scale: DMSO 0, 5 µM enzyme 100; activation, % at 8.5 µM; 0.093% of 330,000 active; AID 463210;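 active = percent activation above the screen-wide mean plus 3 SD, cut at about 25% in these data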
Target sequence (P55210 whole entry D23A/D198A/D206A): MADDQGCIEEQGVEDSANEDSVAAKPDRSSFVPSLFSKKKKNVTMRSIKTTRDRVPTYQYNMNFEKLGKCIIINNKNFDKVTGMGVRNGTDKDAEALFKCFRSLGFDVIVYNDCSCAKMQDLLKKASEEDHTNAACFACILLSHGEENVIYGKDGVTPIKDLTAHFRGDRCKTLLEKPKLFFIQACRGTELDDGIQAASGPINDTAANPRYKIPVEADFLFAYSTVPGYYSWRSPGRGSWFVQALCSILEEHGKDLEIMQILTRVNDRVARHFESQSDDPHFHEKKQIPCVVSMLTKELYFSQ
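signal = Epi-absorbance of released pNA at 405 nm, two timepoints | assay system = Uncleavable procaspase-7 mutant enzyme | reagent = Ac-DEVD-pNA substrate, 400 µM as added | times = 1 h enzyme–compound preincubation and 2 h substrate reaction, both 25 °C | benchmarks = low DMSO alone, high DMSO plus 5 µM PC-7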
TPT1 inh: C. albicans TPT1 enzyme inhibition | AID 1962 | 0.81% of 300,000 active | inhibition, % at 5 µM | recombinant caTPT1, FP RNA substrate dephosphorylation;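 active = inhibition above the mean of all tested compounds plus 3 SD, set per screening campaign, cut at about 24% in these data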;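 note: plate controls were DMSO alone for no effect and ferristatin control at 100 nM for full effect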
PAFAH2 FP inh: PAFAH2 (human) inhibition; AID 492956; Q99487; recombinant PAFAH2, FP-rhodamine activity probe, fluorescence polarization; inhibition, % at 3.39 µM; 0.99% of 340,000 active;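 active = inhibition above the mean over all tested compounds plus 3 SD, cut at about 30% in these data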;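 note: inhibitors block probe labeling of enzyme so polarization drops; 0% = enzyme with DMSO and 100% = wells lacking PAFAH2 protein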
PP1 counter: counter-screen for PP5 inhibitors: inhibitors of human PP1-alpha; P62136; purified PP1alpha, OMFP fluorescence; inhibition, % at 6.7 µM; 0.9% of 320,000 active;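 active = inhibition above the mean inhibition of all tested compounds plus 3 SD, computed separately for each screening campaign, cut at about 15% in these data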
Target sequence (P62136 whole entry, looked up): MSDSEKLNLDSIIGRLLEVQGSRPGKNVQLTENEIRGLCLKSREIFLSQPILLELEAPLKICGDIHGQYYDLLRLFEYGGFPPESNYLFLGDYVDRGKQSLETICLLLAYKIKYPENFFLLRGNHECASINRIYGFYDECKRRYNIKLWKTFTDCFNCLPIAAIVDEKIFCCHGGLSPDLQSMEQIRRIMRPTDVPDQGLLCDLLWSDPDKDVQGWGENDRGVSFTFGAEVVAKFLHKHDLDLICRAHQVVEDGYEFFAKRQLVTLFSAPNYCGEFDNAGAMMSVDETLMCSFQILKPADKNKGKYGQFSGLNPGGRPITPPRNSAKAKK
AHR act: human AHR activation | AID 2796 | activation, % at 5 µM | 2.5% of 320,000 active | AHR-responsive luciferase reporter cells, luminescence; in the data active = activation above about 47%;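 note: 0% = vehicle wells and 100% = reference agonist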
The depositor's hits bear a star; . = not tested or not shown; & = joins results of further samples.

SMILES	core dimer inh	PP5 primary	CTSL1 counter	procasp3 activ	proCasp7 act	TPT1 inh	PAFAH2 FP inh	PP1 counter	AHR act
Cc1nc2nc[nH]n2c(=O)c1CCC(C)C	-12	3.1	2	-3	-13	1	5	0	-5
COCCNCC1C(Oc2ccc(Cl)cc2)C(=O)N1c1ccccc1C (stereo not drawn)	-1	1.7	3	0	-13	0	14	-1	5
Cc1ccc(-n2c(O)c(C=Nc3cc(C)on3)c3ccccc3c2=O)c(C)c1	-3	3.1	3	1	-11	-5	4	4	-5
O=c1[nH]cnc(O)c1N=Nc1ccccc1	-8	-2.2	-2	2	17	1	4	0	-2
Cc1cc(N2CCN(C(=O)c3ccco3)CC2)n2nc(C)nc2n1	-4	1.4	-6	0	4	-1	7	-11	3
O=C(OC1CCN(c2ncc(C(F)(F)F)cc2Cl)CC1)c1cccc(C(F)(F)F)c1	6	1.0	0	2	0	0	3	-3	-3
Cc1onc(-c2ccccc2)c1C(=O)N1CCN(S(=O)(=O)c2ccccc2C(F)(F)F)CC1	2	2.8	-1	7	7	1	-4	0	0
CS(=O)(=O)c1ccccc1-c1nnc(NC(=O)Cc2ccccc2)o1	-3	-0.3	0	1	6	1	2	-1	0
C#CCOC(=O)C(NC(=O)c1ccccc1)=C(C)C	-1	3.3	2	1	6	5	6	-5	4
CC(OC(=O)/C=C/c1ccccc1)C(=O)Nc1ccc2c(c1)OCCO2 (stereo not drawn)	.	3.9	.	5	2	.	3	-4	2

Grouped by structure, the compounds so far containing a Cl atom
SMILES	core dimer inh	PP5 primary	CTSL1 counter	procasp3 activ	proCasp7 act	TPT1 inh	PAFAH2 FP inh	PP1 counter	AHR act
COCCNCC1C(Oc2ccc(Cl)cc2)C(=O)N1c1ccccc1C (stereo not drawn)	-1	1.7	3	0	-13	0	14	-1	5
O=C(OC1CCN(c2ncc(C(F)(F)F)cc2Cl)CC1)c1cccc(C(F)(F)F)c1	6	1.0	0	2	0	0	3	-3	-3

(list continues)
SMILES	core dimer inh	PP5 primary	CTSL1 counter	procasp3 activ	proCasp7 act	TPT1 inh	PAFAH2 FP inh	PP1 counter	AHR act
Cc1cccc(OCC(=O)NNC(=O)c2ccc([N+](=O)[O-])cc2)c1	3	0.3	-21	-3	4	1	-3	-3	0
CCCN(CCC)CCCNC(=O)Cn1cnc2sc(C)c(S(=O)(=O)N3CCCCC3)c2c1=O	10	1.1	-1	4	1	-2	-3	3	-1
CCOC(=O)c1c(CN2CCOCC2)n(C)c2cc(Br)c(O)c(CN(C)C)c12	-4&0	0.8&-1.5	1&3	-6&6	-7&5	0&0	-17&0	-1&-1	4&2
C/C(=N\OC(=O)c1c(-c2ccccc2Cl)noc1C)c1nccs1	-5	1.5	1	-2	-7	-1	9	2	1
CCCS(=O)(=O)c1c(S(=O)(=O)CCC)c2c(C)cccn2c1C(=O)OC	1	1.2	1	4	-7	1	1	1	0
CCN(Cc1ccccc1)S(=O)(=O)c1csc(C(N)=O)c1	-9	3.9	-2	-2	7	2	2	-2	0
COCC(=O)Nc1cc(OC)cc(OC)c1	3	-2.3	-4	-4	-2	-2	-1	-4	0
Cc1c(C(=O)Nc2ccc3c4c(cccc24)CC3)cccc1[N+](=O)[O-]	-2	2.3	-4	-10	1	-2	-7	4	5
CCCC(=O)C1=C(SCC)CC(C)(C)C(C(=O)OC)C1=O (stereo not drawn)	-3	3.9	-3	3	5	0	-5	4	0
COc1ccc(CNc2nnnn2C)c(OC)c1	-4	0.3	-4	-1	8	-2	10	-1	-2
O=C(CCC(=O)N(CC(=O)NC1CCCCC1)CC1CCCO1)Nc1nccs1 (stereo not drawn)	1	3.8	10	-3	-7	0	11	-4	-2
Nc1ccc(N2CCCCC2)c(S(=O)(=O)Nc2ccccc2Cl)c1	14	3.4	-1	0	-7	-4	7	1	4
CN(c1ccc([N+](=O)[O-])cc1/C=N/NC(=O)COc1ccccc1)C1CCCCC1	32	-0.1	3	-4	4	-1	1	-4	4
COc1cccc(NC(=O)COC(=O)C2CC(=O)N(c3ccc(C)cc3)C2)c1 (stereo not drawn)	.	1.1	.	-3	-3	.	4	0	1
O=C(c1cc2ccccc2o1)N(C1CC1)C1(C(=O)Nc2ccccc2)CCCC1	4	3.1	2	2	4	1	0	-2	4
Cc1c(C(=O)N2CCCCC2)c(S(=O)(=O)NCc2ccc(N(C)C)cc2)c(C)n1C	-3	0.4	3	5	-11	1	9	-3	2
CCOc1ccc(Cn2nnc(C(=O)Nc3ccc(OC)cc3OC)c2N)cc1	5	3.3	0	-4	0	2	1	1	7
Cc1c(OC(C)C(=O)NCc2ccccn2)ccc2c3c(c(=O)oc12)CCCC3 (stereo not drawn)	0	1.1	-6	2	9	-1	14	0	0
O=C(c1ccco1)N1CCN(Cc2cc(=O)c(OCc3ccc(F)cc3)co2)CC1	0	1.8	2	1	6	-1	-3	-6	-2
COc1ccc(NC(=O)Cn2c(=O)oc3cc(Cl)ccc32)c(OC)c1	1	1.9	1	4	-3	7	-2	-2	0
O=C(Nc1ccc(F)cc1)N1CCN(c2ccc(F)cc2)CC1	0	1.6	-3	-6	1	3	9	0	-4
CCOc1ccc(C2C=C(c3ccccc3)Nc3nnnn32)cc1 (stereo not drawn)	13	-0.4	4	-4	13	-11	3	-2	15
Fc1cccc(Oc2nc3ccccc3n3cccc23)c1	-1	0.3	65*	-5	-6	1	6	0	23
COc1ccc(NC(=O)/C=C/c2cc(OC)c(OC)c(OC)c2)cn1	-2	0.4	-5	-6	3	3	-11	-4	-8
CCn1ncc(Br)c1C(=O)Nc1ccc(F)c([N+](=O)[O-])c1	0	2.0	-2	-1	9	4	2	-1	2
O=C(CSc1nc2nc(-c3cccs3)cc(C(F)(F)F)c2c(=O)[nH]1)NCc1ccco1	17	0.9	5	-12	-23	1	18	-1	14
O=C(CS(=O)(=O)c1ccccc1)NCc1ccco1	-3	0.7	-5	2	12	-3	-4	3	0
CCNC(=S)N(CCc1c(C)[nH]c2ccc(C)cc12)Cc1cccnc1	1	2.8	5	7	-2	1	3	-2	32
O=C1NC(=O)C(Nc2cccc3ccccc23)S1 (stereo not drawn)	-4	-2.8	-2	6	6	-2	4	-4	11
CN(C)C(=O)CSc1nnc(-c2cnccn2)n1C	-7	3.8	-4	1	8	-4	5	0	1

Four structures already listed, sorted by count of non-hydrogen atoms, lowest first.
SMILES	core dimer inh	PP5 primary	CTSL1 counter	procasp3 activ	proCasp7 act	TPT1 inh	PAFAH2 FP inh	PP1 counter	AHR act
O=C1NC(=O)C(Nc2cccc3ccccc23)S1 (stereo not drawn)	-4	-2.8	-2	6	6	-2	4	-4	11
Fc1cccc(Oc2nc3ccccc3n3cccc23)c1	-1	0.3	65*	-5	-6	1	6	0	23
O=C(Nc1ccc(F)cc1)N1CCN(c2ccc(F)cc2)CC1	0	1.6	-3	-6	1	3	9	0	-4
CCNC(=S)N(CCc1c(C)[nH]c2ccc(C)cc12)Cc1cccnc1	1	2.8	5	7	-2	1	3	-2	32

The list continues.
SMILES	core dimer inh	PP5 primary	CTSL1 counter	procasp3 activ	proCasp7 act	TPT1 inh	PAFAH2 FP inh	PP1 counter	AHR act
Cc1nnc(Oc2ccccc2F)c2ccccc12	2	2.2	0	-6	3	1	-6	2	2
CN1C2CCC1CC(N(CCc1ccccc1)C(=O)c1ccc(Cl)cc1)C2 (stereo not drawn)	-4	0.9	2	4	11	0	-15	1	0
COc1ccc(N2C(=O)CC(n3c(CCCCO)nc4ccccc43)C2=O)cc1 (stereo not drawn)	8	0.8	0	-19	-32	0	-4	-6	-3
CCCCN1C(=O)c2ccc(C(=O)OCC(=O)NCCc3ccc(S(N)(=O)=O)cc3)cc2C1=O	.	.	.	14	-7	.	1	.	-2
Cc1cnc(NC(=O)[C@H](C)N2C(=O)C3CCCCC3C2=O)s1 (stereo partly drawn)	-2	1.5	3	6	3	0	0	-2	2
Cc1ccc(CN2CCc3c(OCc4ccc(F)cc4)cccc3C2=O)cc1	11	1.7	1	0	2	-1	-5	4	0
CCOC(=O)c1cc(NC(=O)Nc2ccc(Br)cc2)c(C)nc1C	-8	6.1	3	1	0	-1	-8	-1	22
O=C(COC(=O)C1CCN(S(=O)(=O)c2c(Cl)cccc2Cl)CC1)NCc1ccco1	1	-1.5	-3	3	0	-1	6	-2	-1
Cc1ccc2nc(-c3ccncc3)c(NC3CCCCC3)n2c1	0	0.2	5	-1	2	-1	15	0	6
CN1C(=O)CC(N2CCN(C(c3ccccc3)c3ccccc3)CC2)C1=O (stereo not drawn)	-4	-1.8	3	1	-11	-2	7	-4	0
FC(F)(F)c1ccc(N2CCN(c3ncnc4c3nnn4Cc3ccccc3Cl)CC2)cc1	-4	-0.6	-1	-2	-6	-3	1	-1	0
Cc1cc(C)cc(NC(=O)C(c2ccccc2)N2CCN(CC(=O)NC3CC3)CC2)c1 (stereo not drawn)	.	3.0	.	3	0	.	1	0	16
COc1ccc(N(CC(=O)Nc2cc(OC)ccc2OC)S(=O)(=O)c2c(C)noc2C)cc1	1	4.1	-3	3	-1	-2	0	4	11
O=C1C=C(c2ccoc2)N2CCC[C@H]2C1	.	.	.	11	0	.	12	.	-4
CS(=O)(=O)N1N=C(c2cccs2)CC1c1ccccc1F (stereo not drawn)	4	-1.2	2	1	3	0	2	-3	2
CCCCn1c(N)c(Sc2ccc([N+](=O)[O-])cc2)c(=O)[nH]c1=O	-6	-0.7	8	0	8	0	7	-2	0
COc1ccc(COn2nnc3ccc(S(=O)(=O)N4CCOCC4)cc32)cc1F	-2	0.2	1	0	4	0	5	-3	2
O=C(CN1C(=O)CSC1=O)Nc1ccc(C(=O)O)cc1	-1	0.5	-1	1	3	0	8	-1	0

Screening data (PubChem BioAssay)
